# Compound activity from PubChem.
# GPR7 antag = antagonists of human GPR7 (neuropeptides B/W receptor 1); inhibition, % at 4.4 µM; P48145; 1.1% of 290,000 active; GPR7-expressing cells, fluorescence antagonist assay; AID 1861; in the data active = inhibition above about 16%, passing the limit was not always enough;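 also: cells stimulated with the agonist NPW; 0% = agonist with vehicle and 100% = vehicle without agonist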
# Target sequence (P48145 whole entry, looked up): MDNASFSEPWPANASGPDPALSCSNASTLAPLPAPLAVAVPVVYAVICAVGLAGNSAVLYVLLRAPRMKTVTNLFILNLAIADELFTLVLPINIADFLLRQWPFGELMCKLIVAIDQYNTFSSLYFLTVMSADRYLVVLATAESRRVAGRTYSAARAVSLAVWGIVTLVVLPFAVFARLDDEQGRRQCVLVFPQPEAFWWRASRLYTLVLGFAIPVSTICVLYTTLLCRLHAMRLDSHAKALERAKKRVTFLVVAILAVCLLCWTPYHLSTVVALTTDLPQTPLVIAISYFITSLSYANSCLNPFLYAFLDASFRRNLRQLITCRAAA
# HCV NS3 hel inh = inhibitors of Hepatitis C virus NS3 helicase. NS3 helicase DNA unwinding, Cy5 molecular beacon fluorescence. inhibition, % at 10.9 µM. 0.56% of 290,000 active. AID 1800;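 active = inhibition above the mean of all tested compounds plus 3 SD, set per campaign, cut at about 35% in these data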;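 also: 0% = DMSO wells and 100% = thioflavine S control wells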
#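 System: NS3 helicase fragment of HCV / Schedule: 1 h at 25 °C / Control set: DMSO alone as 0% and 110 µM thioflavine S as 100% / Reagent: Cy5/quencher beacon DNA duplex and ATP to start / Technique: Cy5 fluorescence / Replication: singlicate / Evaluation: % inhibition of end-to-start signal ratio versus controls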
# FID counter = displaces DNA intercalator in HCV helicase counter-screen; inhibition, % at 7.9 µM; DNA fluorescent intercalator displacement, fluorescence; 0.17% of 290,000 active; in the data active = inhibition above about 37%;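 also: 0% = vehicle and 100% = reference compound; higher means more ethidium bromide displaced from hairpin DNA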
# OXTR agonist = agonists of human oxytocin receptor; P30559; CHO-OTR cells, Fluo-8 calcium fluorescence; normalized: DMSO 0%, oxytocin 100%; activation, % at 3 µM; 0.32% of 320,000 active; AID 2435;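 active = activation above the mean of all tested compounds plus 3 SD, cutoff set per screening run, cut at about 20% in these data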;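 also: peak over basal fluorescence ratio from a 100 s FLIPR kinetic read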
# IMP-1 inhibitor = inhibitors of Pseudomonas aeruginosa IMP-1 metallo-beta-lactamase. purified IMP-1, nitrocefin hydrolysis, epi-absorbance fluorescence. 0.45% of 290,000 active. inhibition, % at 5.6 µM;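 active = inhibition above the mean plus 3 SD of all compounds in the same screening run, cut at about 4.5% in these data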;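 also: 0% = IMP-1 with DMSO and 100% = DMSO wells lacking enzyme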
#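 system = purified recombinant IMP-1 beta-lactamase | amount = 0.2 nM IMP-1, as dispensed | medium = HEPES buffer pH 7.1 with ZnSO4 and Brij 35 | times = 25 °C, 15 min preincubation, 25 min reaction | detection = plate fluorescence quenching by hydrolysis product, ex 480/em 530 nm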
# GalR3 antagonist = blocks the human galanin receptor 3; HEK293 GalR3-CNG cAMP membrane potential fluorescence; galR3 body fused to GalR1 C-terminus; 0.44% of 360,000 active; inhibition, % at 3 µM; AID 651719; O60755;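 active = inhibition above the screen-wide average plus 3 SD, cut at about 13% in these data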;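 also: forskolin and galanin both at EC90 stimulate the cells; cAMP rise reported by CNG channel membrane potential dye signal; 0% = forskolin plus galanin with DMSO and 100% = forskolin alone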
# V1aR counter = activates human V1a receptor in oxytocin agonist counter-screen; 0.25% of 320,000 active; CHO-V1R cells, Fluo-8 calcium fluorescence, agonist mode; 0% DMSO, 100% 3 nM vasopressin; activation, % at 3 µM;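 active = activation above the mean activation of all tested compounds plus 3 SD, per screening run, cut at about 20% in these data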;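 also: signal is peak over basal fluorescence ratio across a 100 second FLIPR read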
# Target sequence (P37288 whole entry, looked up): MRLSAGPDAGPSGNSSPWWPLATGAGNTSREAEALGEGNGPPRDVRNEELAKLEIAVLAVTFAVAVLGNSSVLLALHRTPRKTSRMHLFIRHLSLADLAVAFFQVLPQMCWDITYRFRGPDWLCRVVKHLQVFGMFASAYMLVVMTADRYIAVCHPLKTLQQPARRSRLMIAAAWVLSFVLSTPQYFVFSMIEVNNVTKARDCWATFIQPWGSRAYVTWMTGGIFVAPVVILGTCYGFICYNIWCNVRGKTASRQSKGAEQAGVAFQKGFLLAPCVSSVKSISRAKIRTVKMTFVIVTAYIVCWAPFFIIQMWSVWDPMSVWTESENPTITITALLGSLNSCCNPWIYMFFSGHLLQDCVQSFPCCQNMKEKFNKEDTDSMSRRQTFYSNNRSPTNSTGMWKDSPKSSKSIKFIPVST
# VIM-2 inh = blocks Pseudomonas aeruginosa VIM-2 metallo-beta-lactamase | inhibition, % at 5.6 µM | 0.89% of 290,000 active | purified VIM-2, nitrocefin hydrolysis, epi-absorbance fluorescence;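 active = inhibition above the mean of all tested compounds plus 3 SD, cutoff set per screening run, cut at about 7.5% in these data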;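 also: red hydrolysis product quenches plate fluorescence so inhibitors raise well fluorescence; 0% = enzyme with DMSO and 100% = DMSO without enzyme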
# PHOSPHO1 inh = PHOSPHO1 (human) inhibition; recombinant PHOSPHO1, absorbance phosphatase assay; inhibition, % at 13.3 µM; 1.1% of 290,000 active; AID 1565; in the data active = inhibition above about 60%
# Target sequence (Q8TCT1 whole entry, looked up): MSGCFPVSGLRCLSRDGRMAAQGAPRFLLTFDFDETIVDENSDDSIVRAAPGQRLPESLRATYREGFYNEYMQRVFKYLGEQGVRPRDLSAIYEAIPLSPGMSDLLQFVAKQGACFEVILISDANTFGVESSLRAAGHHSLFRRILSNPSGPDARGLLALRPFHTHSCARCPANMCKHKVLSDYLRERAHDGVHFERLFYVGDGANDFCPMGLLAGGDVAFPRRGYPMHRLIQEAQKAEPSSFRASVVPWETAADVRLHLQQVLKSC
# * marks the source's active call; other numbers are inactive results; x = not tested or not shown. Rows are unselected. Share with any hit: about 4.3%.
SMILES,GPR7 antag,HCV NS3 hel inh,FID counter,OXTR agonist,IMP-1 inhibitor,GalR3 antagonist,V1aR counter,VIM-2 inh,PHOSPHO1 inh
CCCC(=O)Nc1nnc(S(=O)(=O)N(C)Cc2ccco2)s1,1,9,-14,0.1,1.8,x,0.1,-1.1,16
NC(=O)COC(=O)C12CC3CC(CC(O)(C3)C1)C2,-22,1,-9,0.7,-1.6,-1,-0.2,-4.2,-27
O=C(CCNS(=O)(=O)c1cccc2nsnc12)NCc1ccc(F)cc1,-12,6,-2,-1.3,-2.1,-4,-1.0,-3.1,-4
O=C(NC1CCCCC1)C1CCCN(S(=O)(=O)c2ccc(F)cc2)C1 (stereo unspecified),-8,7,-27,0.8,-5.2,-8,0.6,-3.6,6
Clc1nccnc1N/N=C/c1ccc(Br)cc1,-4,-15,-12,-1.7,-3.4,-8,-1.4,-3.2,-3
CCC1=Nc2cc(C(=O)NCCCOC)ccc2Sc2ccccc21,14,-2,-23,-0.9,-1.5,-4,-0.2,0.0,18
C=CCn1c(CCNC(=O)c2cccs2)nnc1SCC(=O)c1cccc([N+](=O)[O-])c1,-6,-3,-7,-0.6,-2.2,-7,0.5,0.1,-1
COC(=O)CSc1nc(Cc2ccccc2)nc2ccccc12,-1,-5,-22,-2.4,-2.4,-7,-1.7,-6.8,23
CN1c2ccccc2N(C)C1c1ccc2c(c1)OCO2,6,-10,-1,1.4,-4.0,-2,0.7,-0.3,3
C=CCn1c(SCC(=O)NCC2CCCO2)nc2scc(-c3ccco3)c2c1=O (stereo unspecified),2,23,-33,-0.5,-2.1,-6,0.5,-1.2,16
COc1ccccc1CNC(=O)COC(=O)Cc1c(F)cccc1Cl,0,12,-21,-1.2,-1.9,-1,0.8,-4.9,-4
O=C(CCCC(=O)OCC(F)(F)C(F)F)Nc1ccccc1F,-8,9,-2,0.6,-3.8,-4,2.4,-3.0,42
Cc1nc(NC(=O)CSc2nnc(-c3ccc4c(c3)OCO4)o2)c(Cl)cc1Cl,-5,0,-6,-0.5,-5.1,10,-0.6,-2.4,11
Oc1ccccc1C(=S)N1CCCCC1,-2,1,1,-0.8,0.7,-3,-0.5,0.0,41
CCCCc1ccc(NC(=O)Nc2c(C)n(C)n(-c3ccccc3)c2=O)cc1,-8,-8,-32,0.1,-2.5,-2,-0.8,-0.5,19
O=c1c2ccccc2nc(-c2ccccc2)n1CCCN1CCOCC1,-2,10,-10,0.4,-2.7,-1,0.3,-2.6,-7
COc1cc([N+](=O)[O-])c(C(=O)N2CCOCC2)c([N+](=O)[O-])c1,-5,-11,9,0.9,1.3,7,0.2,-2.4,5
O=C(c1ccc2ccccc2c1)C1CCCN(C(=O)CCn2cnnn2)C1 (stereo unspecified),-1,-1,-10,0.2,-1.3,-4,1.1,-5.3,-19
COC(=O)c1ccc(NC(=O)CS(=O)(=O)Cc2ccccc2)cc1,4,3,-7,-0.3,-0.7,-1,-1.6,-0.9,-7
CCC(=O)N1CCN(c2ccc(NC(=O)c3ccc4c(c3)OCCO4)cc2)CC1,-8,10,-4,1.4,-0.7,-1,0.9,1.0,36

# Four records picked at random from the list so far, as already listed:
SMILES,GPR7 antag,HCV NS3 hel inh,FID counter,OXTR agonist,IMP-1 inhibitor,GalR3 antagonist,V1aR counter,VIM-2 inh,PHOSPHO1 inh
C=CCn1c(CCNC(=O)c2cccs2)nnc1SCC(=O)c1cccc([N+](=O)[O-])c1,-6,-3,-7,-0.6,-2.2,-7,0.5,0.1,-1
CCCC(=O)Nc1nnc(S(=O)(=O)N(C)Cc2ccco2)s1,1,9,-14,0.1,1.8,x,0.1,-1.1,16
Cc1nc(NC(=O)CSc2nnc(-c3ccc4c(c3)OCO4)o2)c(Cl)cc1Cl,-5,0,-6,-0.5,-5.1,10,-0.6,-2.4,11
O=C(c1ccc2ccccc2c1)C1CCCN(C(=O)CCn2cnnn2)C1 (stereo unspecified),-1,-1,-10,0.2,-1.3,-4,1.1,-5.3,-19

# More entries follow:
SMILES,GPR7 antag,HCV NS3 hel inh,FID counter,OXTR agonist,IMP-1 inhibitor,GalR3 antagonist,V1aR counter,VIM-2 inh,PHOSPHO1 inh
Cc1ccc(Nc2nc(COC(=O)C3CC3)cs2)cc1,-8,-7,-16,-2.5,-3.4,-4,-0.6,-3.3,41
COc1ccccc1CN1C[C@@H]2C[C@@H](c3ccccc3C)N3CCC[C@@]23C1=O,16,-6,-8,-1.5,0.3,-3,-0.3,0.4,50
CCOc1ccccc1NC(=O)c1c(NC(=O)CCC(=O)O)sc2c1CCCCC2,-22,13,-15,x,-2.9,-8,x,-3.0,-147
C=CCn1c(SCC(=O)NCc2ccccc2)nnc1-c1ccccc1O,-7,-7,-23,-0.5,-1.7,-3,0.5,-2.0,14
Cc1ccc(C)c(NC(=S)NCCN2CCOCC2)c1,0,-6,-3,-0.1,-2.5,0,0.6,-1.9,x
COc1ccccc1CNS(=O)(=O)c1cc2c3c(c1)C(C)C(=O)N3CCC2 (stereo unspecified),-11,0,-22,0.4,-2.6,-7,1.2,-2.1,30
CC(=O)NC1=NC(=O)/C(=C/c2cn(C(C)=O)nc2-c2ccccc2)S1,4,7,-4,0.4,-2.3,-6,1.2,-0.1,-35
O=c1cc(NCCO)c2ccccc2o1,16,5,3,-0.9,-3.4,-3,-0.5,-1.2,-3
CC(NC(=O)c1cc(S(=O)(=O)N2CCCC2)cn1C)c1ccccc1 (stereo unspecified),-2,20,-18,-1.4,-3.6,x,-0.3,-4.5,33
CCN(CC)S(=O)(=O)c1ccc(-c2nnc(SCC(=O)Nc3ccc(OC)cc3)o2)cc1,0,9,-5,1.7,-5.0,-6,-0.9,-3.7,-2
CCCC(=O)Nc1ccccc1NC(=O)c1ccc(OCC)cc1,-1,10,-7,-0.2,-0.6,-3,0.2,-0.6,32
Cc1ccc(NC(=O)C2(c3ccc([N+](=O)[O-])cc3)CCCC2)cc1,20,-3,-1,3.0,-4.5,-5,9.9,-2.6,4
Cc1cc(NNC(=O)c2cccc(C(F)(F)F)c2)nc2c1c(C)nn2C,-8,12,-21,10,-2.5,-9,8.1,-2.2,29
O=C(CSCCSCC(=O)c1ccco1)c1ccco1,-9,14,-3,x,2.1,x,x,0.3,6
O=C(Nc1cccnc1)c1cc2c(s1)-c1ccccc1OC2,15,-8,-7,4.2,0.3,-11,4.4,-1.1,-5
CC(NC(=O)Cc1ccc(Br)cc1)c1ccccc1 (stereo unspecified),0,-4,-6,-2.1,-4.0,-11,-1.0,-1.4,19
CCOC(=O)N1CCN(Cc2nc3c(c(=O)n(C)c(=O)n3C)n2CCC(C)C)CC1,-13,8,-29,-0.5,0.3,x,0.2,-2.1,11
COc1cccc(C2CC(C(F)(F)F)n3ncc(C(=O)NCc4ccco4)c3N2)c1 (stereo unspecified),-11,-3,-28,-1.3,-9.2,-4,1.2,-6.6,7
CC(=O)NC(Cc1ccc(F)c(F)c1)C(=O)NC1CCN(c2c(Cc3ccccc3)c(C)nc3ncnn23)CC1 (stereo unspecified),4,-4,-55,0.3,-2.3,-4,-0.5,-0.9,-17
CCCCC(=O)Nc1cc([N+](=O)[O-])ccc1F,-13,-2,4,0.0,-2.0,-5,-0.9,-2.2,5

# Arranged by value in GalR3 antagonist (highest first): three from the list above.
mol,GalR3 antagonist
Cc1ccc(C)c(NC(=S)NCCN2CCOCC2)c1,0
CCN(CC)S(=O)(=O)c1ccc(-c2nnc(SCC(=O)Nc3ccc(OC)cc3)o2)cc1,-6
CC(NC(=O)Cc1ccc(Br)cc1)c1ccccc1 (stereo unspecified),-11

# Continuation:
SMILES,GPR7 antag,HCV NS3 hel inh,FID counter,OXTR agonist,IMP-1 inhibitor,GalR3 antagonist,V1aR counter,VIM-2 inh,PHOSPHO1 inh
O=C(CCS(=O)(=O)c1ccc(Br)s1)NCc1ccccc1,-5,-2,0,-2.2,-2.8,-3,-1.4,-4.1,-1
Cc1cc(C(F)F)n2nc(C(=O)Nc3sc4c(c3C(N)=O)CCC4)nc2n1,-13,11,-2,-3.0,-0.1,-1,-1.3,-2.5,-16
O=C(COc1ccc(Cl)cc1)Nc1ncc([N+](=O)[O-])s1,8,12,17,x,-4.3,0,x,-6.5,-8
NC(=O)c1ccc(OCC(F)(F)F)nc1,-6,-1,-1,-0.3,-2.4,-3,-0.1,-3.3,43
NC(=O)c1cccc(C(N)=O)n1,-1,5,-4,0.7,-0.3,4,1.6,-0.2,-28
Cc1cnc(C(=O)Nc2nccs2)cn1,4,-5,0,0.4,-0.2,-6,1.2,0.0,35
CC(C)(C)C1CCc2c(sc(NC(=O)CSc3ncn[nH]3)c2C#N)C1 (stereo unspecified),0,15,-5,2.5,-1.4,-3,0.3,-3.7,-6
Oc1c(C(c2ccccn2)N2CCOCC2)ccc2cccnc12 (stereo unspecified),-10,-4,-7,-0.6,0.5,x,-0.1,3.6,93*
O=C(C1=C(O)C(=O)N(CCOCCO)C1c1ccccn1)c1cccs1 (stereo unspecified),-10,8,0,-0.4,-3.4,-2,-0.3,-0.6,-11
C=CCN1CCN(C(c2ccc(OC)c(OC)c2)c2nnnn2C(C)(C)C)CC1 (stereo unspecified),-4,5,1,x,-1.7,0,x,0.1,12
CCCCCOc1ccc(C2C(C(=O)c3ccc(C)o3)=C(O)C(=O)N2c2cc(C)on2)cc1 (stereo unspecified),-4,63*,-50,-1.7,-1.1,1,-0.4,0.6,-20
COc1ccc(NC(=O)c2cccs2)cc1O,-3,6,0,0.0,-3.8,1,1.3,-1.3,-6

# Full records, looked up by structure. Order of screens: GPR7 antag | HCV NS3 hel inh | FID counter | OXTR agonist | IMP-1 inhibitor | GalR3 antagonist | V1aR counter | VIM-2 inh | PHOSPHO1 inh
# `Cc1cnc(C(=O)Nc2nccs2)cn1` as listed: 4 | -5 | 0 | 0.4 | -0.2 | -6 | 1.2 | 0.0 | 35
# `O=C(C1=C(O)C(=O)N(CCOCCO)C1c1ccccn1)c1cccs1` (stereo unspecified) as listed: -10 | 8 | 0 | -0.4 | -3.4 | -2 | -0.3 | -0.6 | -11
# `Cc1cc(C(F)F)n2nc(C(=O)Nc3sc4c(c3C(N)=O)CCC4)nc2n1` as listed: -13 | 11 | -2 | -3.0 | -0.1 | -1 | -1.3 | -2.5 | -16
# `O=C(CCS(=O)(=O)c1ccc(Br)s1)NCc1ccccc1` as listed: -5 | -2 | 0 | -2.2 | -2.8 | -3 | -1.4 | -4.1 | -1
# `NC(=O)c1ccc(OCC(F)(F)F)nc1` as listed: -6 | -1 | -1 | -0.3 | -2.4 | -3 | -0.1 | -3.3 | 43
